Assay outcomes: PubChem, National Center for Advancing Translational Sciences (NCATS)
AMA1 RON2 block = disrupts binding of P. falciparum AMA1 to RON2 | AlphaScreen AMA1-biotinylated RON2 peptide binding | Potency, µM (top dose mostly 58.2 µM), inactives show at the highest dose activity change, negative = inhibition, actives largely listed as inhibitors | actives 0.2% (n = 360,000) | AID 720542; active = well fitted inhibition curve with a large enough effect; inconclusive = small, poorly fitted or top-dose-only effect; inactive = no such curve, though single readings can be large or run the other way;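 also: potency is read from the fitted curve at half-maximal effect; 0% = vehicle wells and -100% = peptide control; nearly all actives have a fitted effect of over 45% in size; some results filed as inactive show a strong effect at the top dose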
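AMA1 (3D7) with his tag at 25 nM final met compounds first, then biotinylated RON2 peptide at 25 nM; detection used donor plus acceptor beads, 10 µg/mL apiece, read by AlphaScreen after 30 min at room temperature.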
HCMV antiviral = inhibitors of human cytomegalovirus | HFF cells, HCMV-luciferase reporter, 72 h; active compounds read low | activity change, negative = inhibition, % at 57.5 µM | actives 4.5% (n = 410,000); in the data active = activity change below about -60%; inconclusive = no clear call, values can overlap the other calls; inactive = above about -39%
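Cell-based, HFFs, 1000 cells/well, 16 h 37C; cpds in DMSO + HCMV-luc, MOI 1 PFU/cell; 72 h 37C; OneGlo luminescence after 5 min RT; norm. to buffer vs Salinomycin 10uM.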
The depositor's hits bear a star; ? = inconclusive; [ ] = another dose, or the depositor's remark. Unless noted, % is scaled to controls: 0 for no effect and ±100 for the full control effect. An excerpt (hit frequency here may not be typical).

Under each structure – AMA1 RON2 block | HCMV antiviral
CC(C)CC(N)c1csc(NC(=O)Nc2ccccc2C(C)(C)C)n1 (centres undefined)
→ 69%[activator] | 32
COc1ccc(F)cc1-c1cc(NC=O)c2ncc(-c3cccc(C(=O)N(C)C)c3)n2c1
→ -12% | 40
COc1ccc(OC)c(CN2C(=O)CN(S(C)(=O)=O)CC2(C)C(=O)NCc2ccccc2)c1 (centres undefined)
→ 4% | -14
COc1ccc(S(=O)(=O)Nc2ccc3c(c2)C(=O)N([C@H](C)CO)C[C@H](C)[C@@H](CN(C)C(=O)Nc2ccc(C(F)(F)F)cc2)OCCCC[C@H](C)O3)cc1
→ -4% | ?
CCN(CC)CCOC(=O)c1ccc(N=CC2=C(O)CC(C)(C)CC2=O)cc1
→ 16% | 21
Nc1ccc(CC(N)c2csc(Nc3cc(Oc4ccccc4)ncn3)n2)cc1 (centres undefined)
→ 30% | -8
O=C1c2ccccc2C(c2nnnn2Cc2ccccc2)N1CCCn1ccnc1 (centres undefined)
→ -6% | -24
CC1(C(=O)Nc2cccc(Oc3ccccc3)c2)Cc2c(-c3ccc4c(c3)OCO4)ccnc2O1 (centres undefined)
→ -15% | -67*
C[C@@H]1CN([C@@H](C)CO)S(=O)(=O)c2ccc(Br)cc2O[C@H]1CN(C)C(=O)c1ccncc1
→ 10% | -15
CCOC(=O)C1=CCN(S(=O)(=O)c2ccccc2Br)C1c1ccc(Cl)c(Cl)c1 (centres undefined)
→ 6% | -39
Cc1cc(Br)cn2c(Cc3cccc(F)c3)c(-c3ccc(F)cc3)nc12
→ -4% | 10
O=C(Sc1n[nH]c(=O)[nH]c1=O)c1ccccc1
→ -1% | 14
CCCCC(=O)N(C)c1c(C)nc2ccc(C(=O)Nc3cccc(OC)c3)cn12
→ 21% | 61
C[C@@H]1ON(C)[C@H]2C[C@H]3c4[nH]c5ccccc5c4CCN3C[C@@H]12
→ 3% | 11
COc1ccc(NC(=O)C2Cc3c(-c4cccc(NC(C)=O)c4)ccnc3O2)cc1OC (centres undefined)
→ -13% | -68*

Carrying on:
Under each structure – AMA1 RON2 block | HCMV antiviral
C(=C1c2ccccc2-c2ccccc21)c1ccccn1
→ -7% | 0
CCNC(=O)C1(C)CCCN(C(=O)CCc2cccs2)C1 (centres undefined)
→ 13% | 24
COc1ccccc1C(=O)N/C(=C\c1cn(C)c2ccccc12)C(=O)NCCN1CCOCC1
→ 21% | 8
CCNC(=O)C1(C)CCN(Cc2ccc(C#N)cc2)C1 (centres undefined)
→ 0% | ?
Cc1cc(NC(=O)NC(=O)c2ccccc2NC(=O)CN(C)C)ccc1Oc1ncc(Br)cn1
→ 45%[activator] | -24
COc1cc(/C=C/C=C2/CC/C(=C/C=C/c3ccc(O)c(OC)c3)C2=O)ccc1O
→ ? | -99*
C[C@H](CO)N1C[C@H](C)[C@H](CN(C)Cc2ccncc2)Oc2cc(-c3ccccc3F)ccc2S1(=O)=O
→ -5% | 12
C[C@H](NC(=O)c1ncn2c1C(=O)N[C@@H](C)C2)C(=O)OC(C)(C)C
→ 42%[activator] | -19
CC(C)(C)c1ccc(S(=O)(=O)NCCN2CCOCC2)cc1
→ 0% | -8
O=C(NC1CCCCC1)C(c1ccc(C(F)(F)F)cc1)n1c(=O)c(-c2cc3ccccc3[nH]2)nc2ccccc21 (centres undefined)
→ 58%[activator] | -11
COc1ccc(NC(=O)[C@@H]2CC=C[C@@H]3CCN(Cc4ccccc4)C(=O)[C@@H]32)cc1
→ 17% | -11
COc1ccc(-c2cn(CC[C@@H]3CC[C@H](NC(=O)Cc4ccccn4)[C@@H](CO)O3)nn2)cc1
→ 33% | 13
CSc1nc(N)n2nc(C)cc2n1
→ 16% | 4
Fc1ccc(Nc2cncc(-c3ccsc3)c2)cc1Cl
→ -17% | 99
C[C@H]1CN([C@@H](C)CO)C(=O)CCCn2nncc2CO[C@@H]1CN(C)Cc1ccc(C(=O)O)cc1
→ -1% | -33

The results go on.
Under each structure – AMA1 RON2 block | HCMV antiviral
O=C(Nc1ccc2c(c1)OCO2)c1cc(C2CCCN(C(=O)C3CCCCC3)C2)on1 (centres undefined)
→ -7% | -5
O=C(N1CCc2cc(S(=O)(=O)NC[C@H]3O[C@@H](n4ccc(=O)[nH]c4=O)[C@H](O)[C@@H]3O)ccc2C1)C(F)(F)F
→ -4% | 10
O=C(NCc1ccccc1)c1cc(C2CCCN(C(=O)c3ccc4c(c3)CCO4)C2)on1 (centres undefined)
→ -9% | -7
COc1ccc(C2/C(=C(/O)c3ccc4c(c3)CC(C)O4)C(=O)C(=O)N2CCCn2ccnc2)cc1OC (centres undefined)
→ -13% | -26
COC(=O)CCCCC1=CCC2C(=O)C=C(O)C2C1 (centres undefined)
→ 6% | 18
N#CC1C(=O)NC(c2ccccc2)=CC1c1ccccc1 (centres undefined)
→ 1% | -22
CCCCC(c1nc2ccccc2[nH]1)n1c(-c2ccccc2)nc2cc(C)c(C)cc21 (centres undefined)
→ 62%[activator] | 82
O=C1C(=O)N(c2ccccc2)C(c2ccccc2)C1c1ccccc1 (centres undefined)
→ 16% | 24
CCc1nc2c(OCc3ccc(C(F)(F)F)cc3)cccn2c1N(C)C(=O)C1CC1
→ -4% | -4
COc1ccc(-c2cc(C(=O)NCc3cccc(C(F)(F)F)c3)[nH]n2)c(C)c1
→ 3% | -12
CCNC(=O)C1CCCN(C(=O)c2ccc(OC(F)F)cc2)CC1 (centres undefined)
→ 8% | -9
CN(C)c1ccc(CNc2nc3ccccc3n2C)cc1
→ -18% | 147
O=C(NCc1ccc(C(F)(F)F)cc1)c1ccc(-c2ccc(F)c(F)c2)c2ccoc12
→ 15% | 1
O=C(CCn1c(=O)c2cccn2c2cccnc21)NCCCN1CCN(c2ccc(F)cc2)CC1
→ -19% | ?
CC(C)C[C@H]1CNC(=O)C(=O)N1C[C@@H]1CCCN1C[C@H](Cc1ccc(O)cc1)N1C[C@H](Cc2ccccc2)N(CC2CCCCCC2)C(=O)C1=O
→ -10% | -4

Full records from above. Screens in order: AMA1 RON2 block	HCMV antiviral
O=C(Nc1ccc2c(c1)OCO2)c1cc(C2CCCN(C(=O)C3CCCCC3)C2)on1 (centres undefined) as listed: -7%	-5
CCCCC(c1nc2ccccc2[nH]1)n1c(-c2ccccc2)nc2cc(C)c(C)cc21 (centres undefined) as listed: 62%[activator]	82

Some values from above:
`CN(C)c1ccc(CNc2nc3ccccc3n2C)cc1` in AMA1 RON2 block shows -18%
`O=C(CCn1c(=O)c2cccn2c2cccnc21)NCCCN1CCN(c2ccc(F)cc2)CC1` in AMA1 RON2 block shows -19%
`O=C(N1CCc2cc(S(=O)(=O)NC[C@H]3O[C@@H](n4ccc(=O)[nH]c4=O)[C@H](O)[C@@H]3O)ccc2C1)C(F)(F)F` in AMA1 RON2 block shows -4%
`CC(C)C[C@H]1CNC(=O)C(=O)N1C[C@@H]1CCCN1C[C@H](Cc1ccc(O)cc1)N1C[C@H](Cc2ccccc2)N(CC2CCCCCC2)C(=O)C1=O` in AMA1 RON2 block shows -10%
`COC(=O)CCCCC1=CCC2C(=O)C=C(O)C2C1` (centres undefined) in HCMV antiviral shows 18

The listing continues:
Under each structure – AMA1 RON2 block | HCMV antiviral
C[C@H]1CN([C@@H](C)CO)S(=O)(=O)c2ccc(-c3ccccc3)cc2O[C@H]1CN(C)C(=O)C1CCC1
→ 13% | 17
C=CC(=O)N1C/C(=C/c2ccc(F)cc2)C(=O)/C(=C\c2ccc(F)cc2)C1
→ 1% | -100*
O=C(c1cc(-c2ccncc2)nc2ccccc12)N1CCCC(C(F)(F)F)C1 (centres undefined)
→ -2% | -17
C[C@H]1CN([C@@H](C)CO)S(=O)(=O)c2ccc(C#Cc3cccnc3)cc2O[C@@H]1CN(C)C(=O)Nc1ccc2c(c1)OCO2
→ -12% | -23
N#CC1=C(SCC(=O)Nc2ccccc2)NC(=O)CC1c1ccco1 (centres undefined)
→ -1% | -7
CCCCNC(=O)C1(C)CCN1Cc1ccc(C(=O)OCC)cc1 (centres undefined)
→ -10% | 6
CC1(C(=O)NCc2ccco2)CCN1C(=O)C1(c2ccccc2)CC1 (centres undefined)
→ -1% | -37
CSC[C@H]1CN(c2ccc(Br)cc2)C(=O)[C@@H]1CC(=O)Nc1ccccc1
→ -9% | -5
CN1CCn2cnc(C(=O)Nc3ccc(Cl)cc3)c2C1=O
→ -10% | 6
O=[N+]([O-])c1ccc(N2CC2)c([N+](=O)[O-])c1
→ -11% | -36
CCCCn1c2nc3ccccc3nc2c2c(=O)n(CC(C)C)cnc21
→ -12% | -62*
O=C(Nc1ccc(F)cc1)C(CCc1ccccc1)N1CCN(Cc2c(F)cccc2Cl)CC1 (centres undefined)
→ -8% | 27
C=CCOc1cccn2c(N(C)C(=O)c3ccc(OC)cc3)c(CC)nc12
→ 17% | -20
COc1ccc(Cl)cc1-c1cc(C(=O)Nc2ccc(Br)cc2)[nH]n1
→ 0% | ?
CCOc1cc(OCC)cc(C(=O)N2CCC[C@H]2C(=O)N2CCC[C@H]2C(=O)N[C@H](C)c2ccccc2)c1
→ 7% | -4

(further entries)
Under each structure – AMA1 RON2 block | HCMV antiviral
CCOc1ccc(-c2nnc(NC(=O)COc3ccccc3F)o2)cc1
→ 15% | 40
Cn1cccc([N+](=O)[O-])c1=O
→ 14% | -36
O=C(Nc1ccc2c(c1)OCCO2)C1c2ccccc2OCC(=O)N1CCc1ccccc1 (centres undefined)
→ 2% | 5
COc1cc(-c2cnc3c(NC=O)cc(-c4cccnc4)cn23)cc(OC)c1OC
→ 21% | 61
Cc1cccc(S(=O)(=O)NC(=O)C2(C)CCN2C(=O)c2c(C)noc2C)c1 (centres undefined)
→ 6% | -7
COc1cccc(C(=O)NNC(=O)c2ccc3ccccc3c2)c1
→ 32%[activator] | -27
CC(C)(C)NC(=O)C(c1ccnc2ccccc12)n1c(=O)c(-c2cc3ccccc3[nH]2)nc2ccccc21 (centres undefined)
→ 30%[activator] | 19
CC(C)C[C@H]1CN([C@@H](Cc2ccc(O)cc2)CN2CCC[C@@H]2CN2C(=S)NC[C@@H]2Cc2ccccc2)C(=S)N1CCc1ccccc1
→ 9% | -29
CN1[C@@H](COCc2ccccc2)C=CS1(=O)=O
→ 20% | 2
CCOC(=O)[C@]12CCCC=C1N(CCc1ccc(OC)c(OC)c1)C(=O)[C@H](CC(=O)N1CCCC1)C2
→ 3% | 21
O=S1(=O)CC(N2CCN(Cc3ccccc3F)CC2)CN1Cc1cn(Cc2ccccc2)nn1 (centres undefined)
→ -12% | -3
NC(=O)OCCCc1ccccc1
→ 6% | 7
COc1cccc(NC(=O)C2(C)CCN2C(=O)Cc2cccc3ccccc23)c1 (centres undefined)
→ -6% | -30
COc1ccc(C(=O)N2CCCC(CO)C2)cc1OC1CCN(C(C)C)CC1 (centres undefined)
→ -1% | -27
CC1(C)Cc2c(C#N)c(SCC(=O)O)nc(N3CCOCC3)c2CO1
→ -4% | -13

In the list so far, two have a thiophene ring, fused or not.
Under each structure – AMA1 RON2 block | HCMV antiviral
CCNC(=O)C1(C)CCCN(C(=O)CCc2cccs2)C1 (centres undefined)
→ 13% | 24
Fc1ccc(Nc2cncc(-c3ccsc3)c2)cc1Cl
→ -17% | 99

Other entries follow:
Under each structure – AMA1 RON2 block | HCMV antiviral
CC(=O)N(c1cc(C)ccc1C)c1ccccc1[N+](=O)[O-]
→ 15% | -63*
CC(C)C[C@@H]1Cc2[nH]c(=S)[nH]c(=O)c2[C@H](CCc2ccccc2)O1
→ 9% | -19
Cc1cc(C)nc(N2CCC(C(=O)NC3CCCCCC3)CC2)n1
→ 1% | 33
COc1ccc(NC(=O)c2cc(C3CCCCN3C(=O)c3ccc(NC(C)=O)cc3)on2)c(C)c1 (centres undefined)
→ 11% | -15
